# Screening results: PubChem, National Center for Advancing Translational Sciences (NCATS)
# aSyn rescue: rescues yeast growth from alpha-synuclein toxicity; Yeast expressing alpha-synuclein, growth rescue, BacTiter-Glo, 24 h; Potency, µM (top dose mostly 46.1 µM), for inactives: top-dose growth rescue (activation), hits mostly activators; 370,000 compounds, 0.14% hits; AID 652106; further: % of control where 0% means no effect; nearly all actives have a fitted effect of over 65% in size
#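 Screening used galactose-induced yeast with toxic alpha-synuclein levels, exposed to compound for 24 hr at 30 deg C. Cell growth, read with BacTiter-Glo luminescence, gave the measured signal.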
# PTHR1 agonist: agonists of human PTHR1 parathyroid hormone receptor; 410,000 compounds, 0.075% hits; Q03431; AID 743266; HEK293 GP2 PTHR1 cells, GloSensor cAMP luminescence, 1 h; Potency, µM (series often up to 115 µM), for the others: at the top dose activation, most hits filed as activators; further: nearly all actives have a fitted effect of over 55% in size; some results filed as inactive show a strong effect at the top dose; inactives centre near -15; many of its hits are not listed in these tables
#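 HEK-293-derived GP2 cells expressing PTHR1 and a GloSensor cAMP reporter, 3,000/well, plated overnight, given luciferin plus IBMX (each 0.5 mM as added) for 1 h at 37 °C, then compound for 1 h at 37 °C. Luminescence was read after 15 min at room temperature.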
# TDP-43 yeast inh: TDP-43 toxicity inhibition in yeast. AID 652104. 410,000 compounds, 1.8% hits. Potency, µM (highest dose often 46.1 µM), for inactives: at the top dose growth rescue (activation), most hits filed as activators. TDP-43 expressing yeast growth rescue, BacTiter-Glo, 24 h; further: % of control where 0% means no effect; nearly all actives have a fitted effect of over 50% in size
#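 Galactose-induced TDP-43 yeast, OD600=0.02, compound pinned; 24 hr, 30 deg C; BacTiter-Glo luminescence for growth. Inhibitors of TDP-43 toxicity read as activators.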
# FUS yeast rescue: FUS proteinopathy suppression in yeast; S. cerevisiae FUS-expressing, growth rescue, OD600, 24 h; Potency, µM (doses to about 76.6 µM), for inactives: at the highest dose growth rescue (activation), hits mostly activators; 390,000 compounds, 0.24% hits; AID 1347120;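 further: plate controls were DMSO vehicle for no effect and reference control for full effect; nearly all actives have a fitted effect of over 55% in size; some results filed as inactive show a strong effect at the top dose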
#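 Steps: raffinose overnight preculture; dilution to OD 0.005 in 2% galactose minimal medium; compound addition (concentration series); 24hr at 30C, 99% humidity; absorbance read at 600 nm.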
# EPAC1 ag: agonists of human EPAC1. O95398. EPAC1 agonist qHTS, biochemical assay; response scale: 100% = response to 6.5 mM cAMP. Potency, µM (top dose mostly 154 µM), for inactives: at the highest dose activation, actives largely listed as activators. 360,000 compounds, 0.073% hits. AID 720707; further: nearly all actives have a fitted effect of over 60% in size
#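 Fluorescent GDP-exchange assay: 100 nM EPAC1 with 250 nM Rap1B preloaded with BODIPY-GDP and 50 uM GDP; compounds tested as concentration series, 5 min at room temperature, then read every 5 min for 30 min (ex 480/em 540 nm); normalized to 6.5 mM cAMP.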
# EPAC2 antag: EPAC2 (human) antagonism. EPAC2 GEF exchange of Rap1B-BODIPY-GDP, fluorescence. Potency, µM (top dose mostly 114 µM), for inactives: top-dose activity, negative = inhibition, usual class: inhibitors. 360,000 compounds, 0.18% hits. AID 720708; further: on the % scale 0 is the no-effect control and ±100 the full control effect; nearly all actives have a fitted effect of over 45% in size; many of its hits are not listed in these tables
# Target sequence (Q8WZA2 whole entry, looked up): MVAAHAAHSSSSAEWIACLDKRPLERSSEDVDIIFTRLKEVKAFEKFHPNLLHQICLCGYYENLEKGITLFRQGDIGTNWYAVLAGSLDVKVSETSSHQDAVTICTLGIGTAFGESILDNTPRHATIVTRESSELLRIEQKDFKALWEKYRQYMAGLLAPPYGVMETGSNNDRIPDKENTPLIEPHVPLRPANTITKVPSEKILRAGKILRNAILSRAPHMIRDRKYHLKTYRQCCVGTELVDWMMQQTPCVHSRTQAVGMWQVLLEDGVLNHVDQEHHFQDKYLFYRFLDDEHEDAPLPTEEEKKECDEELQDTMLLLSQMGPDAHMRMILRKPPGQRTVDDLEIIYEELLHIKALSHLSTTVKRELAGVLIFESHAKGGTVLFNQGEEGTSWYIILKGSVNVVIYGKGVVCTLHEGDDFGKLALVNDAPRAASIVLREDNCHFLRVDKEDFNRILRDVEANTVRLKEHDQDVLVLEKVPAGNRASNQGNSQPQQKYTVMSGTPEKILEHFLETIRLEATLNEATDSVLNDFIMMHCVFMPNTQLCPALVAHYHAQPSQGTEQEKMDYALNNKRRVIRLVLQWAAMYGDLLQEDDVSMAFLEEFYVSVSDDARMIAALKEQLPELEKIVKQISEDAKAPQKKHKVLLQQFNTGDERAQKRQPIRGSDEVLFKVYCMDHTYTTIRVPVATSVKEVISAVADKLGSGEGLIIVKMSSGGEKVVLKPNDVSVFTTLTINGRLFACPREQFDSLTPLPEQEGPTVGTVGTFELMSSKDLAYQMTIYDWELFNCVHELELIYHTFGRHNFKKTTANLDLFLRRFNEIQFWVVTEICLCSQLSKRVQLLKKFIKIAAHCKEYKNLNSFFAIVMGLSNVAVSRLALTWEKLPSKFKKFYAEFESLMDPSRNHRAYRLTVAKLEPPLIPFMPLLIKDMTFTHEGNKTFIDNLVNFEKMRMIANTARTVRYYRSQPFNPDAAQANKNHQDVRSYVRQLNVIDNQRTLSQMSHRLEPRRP
# EPAC1 antag: blocks human EPAC1 exchange factor; EPAC1 GEF assay, Rap1b-BODIPY-GDP exchange fluorescence; Potency, µM (series often up to 115 µM), inactives show at the top dose activity change, negative = inhibition, most hits filed as inhibitors; 360,000 compounds, 0.14% hits;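 further: plate controls were vehicle for no effect and positive control for full effect; nearly all actives have a fitted effect of over 50% in size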
# EPAC2 agonist: EPAC2 (human) agonism. 360,000 compounds, 0.079% hits. Potency, µM (top dose mostly 154 µM), for inactives: top-dose activation, actives largely listed as activators. Q8WZA2. AID 720711. EPAC2 activation, biochemical qHTS; response scale: 100% = 6.5 mM cAMP response; further: nearly all actives have a fitted effect of over 50% in size
#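 Guanine nucleotide exchange by EPAC2 is measured as reduced fluorescence of BODIPY-GDP once it is released from 250 nM Rap1B. Plates are read kinetically for 30 min at room temperature; results are scaled to 6.5 mM cAMP.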
# Active calls of the source: *; i = inactive; ? = inconclusive; / = no result given; & = joins results of further samples; [ ] = another dose, or the depositor's remark. The call rests on the fitted dose curve; in most records, active means well fitted curve in the direction sought with a large enough effect; inconclusive means small, poorly fitted or top-dose-only effect, or another doubt; inactive means no such curve, though single readings can be large; an effect the other way counts as inactive or inconclusive. Potency means the concentration at half of the fitted maximal effect.
# The line under a structure holds: aSyn rescue	PTHR1 agonist	TDP-43 yeast inh	FUS yeast rescue	EPAC1 ag	EPAC2 antag	EPAC1 antag	EPAC2 agonist
CCCCC(CC)C(=O)Nc1cc(C(=O)NCCC)ccc1N1CCC2(CC1)CC(c1cccc(Br)c1)=NO2 (centres undefined)
→ 0%	i	-4%	-4%	-24%	-23%	-12%	-8%
CN(C)S(=O)(=O)c1ccc(C(=O)NNC(=O)C2COc3ccccc3O2)cc1 (centres undefined)
→ -1%	i	-6%	-6%	1%	4%	4%	5%
COc1ccc(-n2nnnc2-c2cnc(N3CCCC3)nc2C(F)(F)F)cc1
→ 1%	?	-15%	47%	10%	-6%	-8%	16%
O=C(NCCC(=O)N1CCN(c2cccc(Cl)c2)CC1)c1ccc(Br)cc1
→ 11%	-96%[inhibitor]	5%	/	-5%	-20%	-9%	4%
O=C(COC(=O)c1cccs1)Nc1cccc(S(=O)(=O)N2CCOCC2)c1
→ 0%	-27%	15%	-10%	3%	-4%	-2%	-6%
O=C(NCc1n[nH]c(=S)n1-c1ccc(Cl)c(Cl)c1)c1cccs1
→ 0%	i	11%	4%	4%	0%	-2%	3%
O=C(NNC(=O)C1CCCN(c2ncccn2)C1)c1ccc(F)cc1 (centres undefined)
→ 0%	i	-15%	-8%	3%	14%	15%	0%
COc1cccc(NC(=S)N/N=C2/CCCCc3ccccc32)c1
→ -11%	0%	?	?	17%	-3%	-2%	17%
COc1ccc(C(=O)NNC(=O)CSc2nc(C(C)C)nc3ccccc23)cc1
→ -5%	-14%	-3%	-2%	1%	-3%	-21%	6%
CCCc1cc(=O)oc2cc(C)cc(OCc3nn[nH]n3)c12
→ 4%	-6%[57.5 µM]	13%	-14%	4%	-7%	8%	0%[15.6 µM]
O=C(Nc1ccc(NC(=O)C2CC2)nc1)c1cccnc1
→ -1%	i	-3%	18%	15%	-4%	0%	-3%
CCCC(=O)N(c1ccc(OC)cc1)C1C=CS(=O)(=O)C1 (centres undefined)
→ -17%	?	-6%	21%	8%	-4%	-16%	8%
COCCNC(=O)CSc1nc2ccccc2c(=O)n1CCC(=O)NCCc1ccc(OC)c(OC)c1
→ 9%	i	-14%	-3%	-6%	-4%	-7%	1%
CCOc1ccc(Cc2noc3c2C(=O)CCC3)cc1OCC
→ -2%	-2%	?	-11%	2%	10%	5%	4%
C=CCNC(=S)NNC(=O)c1cc(-c2cccnc2)nc2ccccc12
→ -19%	-7%	-4%	27%	-2%	-3%	0%	-1%
CCOC(=O)C1CCCN(C(=O)c2cc(S(=O)(=O)Nc3ccccc3OC)ccc2C)C1 (centres undefined)
→ -4%	i	0%	?	-6%	7%	-4%	-4%
COc1ccc(CNC(=O)C(=O)NCC2OCCN2S(=O)(=O)c2ccccc2)cc1 (centres undefined)
→ -1%	-13%	-21%	12%	-23%	6%	-18%	-6%
COc1ccc(N2CCN(C(=O)c3ccc4c(c3)CCN4S(C)(=O)=O)CC2)cc1
→ 1%	i	-7%&18%	35%&16%	6%	-2%	4%	8%
CCn1c(=O)c2cc(S(=O)(=O)NCc3ccccc3)ccc2n(CC)c1=O
→ 1%	i	-17%	15%	-2%	3%	0%	9%
NS(=O)(=O)c1ccc(NC(=O)CSc2nnc(NC3CC3)s2)cc1
→ -9%	-17%	1%	20%	2%	0%	-2%	0%
COc1ccc(S(=O)(=O)N2CCc3ccccc32)cc1NC(C)=O
→ -1%	i	17%	-9%	3%	-3%	-13%	-1%
Cc1cc(C)c(S(=O)(=O)N2CCN(C(=O)C3CC3)CC2)c(C)c1
→ 0%	-10%	-26%	7%	5%	-5%	-17%	10%
O=C(NCCC(c1ccccc1)c1ccccc1)c1cnccn1
→ 12%	-66%[inhibitor]	6%	/	6%	1%	-18%	0%
N#Cc1ccccc1NC(=O)COC(=O)c1c[nH]c2ccccc12
→ 23%	i	13%	25%	-6%	3%	?	-8%
CC(=O)c1c(C)[nH]c(C(=O)OCC(=O)c2c(N)n(CC(C)C)c(=O)n(C)c2=O)c1C
→ -1%	-34%[inhibitor]	9%	-19%	12%	-16%	-1%	-1%
NS(=O)(=O)c1ccc(CCNC/C=C/c2ccccc2)cc1
→ -1%	i	0%	-1%	-10%	-5%	13%	-6%
c1ccc(SC23CCCCN(CCC2)[C@]32CO2)cc1 (some centres undefined)
→ 5%	4%	23%	-6%	2%	-8%	-12%	7%
CCOC(=O)[C@]12CCC=C1N(CCC1=CCCCC1)C(=O)[C@H](CC(=O)NCCCN1CCCC1=O)C2
→ -11%	i	-1%	11%	-2%	4%	3%	-2%
CCOc1ccc(-c2nnc(N(CC)C(=O)C3CCC3)s2)cc1
→ 1%	-23%	8%	20%	11%	-7%	1%	4%
CC(O)Cc1cn(CC(=O)N2CCNCC2)nn1 (centres undefined)
→ -3%	-21%	-10%	-28%	-19%	16%	-7%	7%

# In the list so far, two have a thiophene ring, fused or not.
# The line under a structure holds: aSyn rescue	PTHR1 agonist	TDP-43 yeast inh	FUS yeast rescue	EPAC1 ag	EPAC2 antag	EPAC1 antag	EPAC2 agonist
O=C(COC(=O)c1cccs1)Nc1cccc(S(=O)(=O)N2CCOCC2)c1
→ 0%	-27%	15%	-10%	3%	-4%	-2%	-6%
O=C(NCc1n[nH]c(=S)n1-c1ccc(Cl)c(Cl)c1)c1cccs1
→ 0%	i	11%	4%	4%	0%	-2%	3%

# Next section:
# The line under a structure holds: aSyn rescue	PTHR1 agonist	TDP-43 yeast inh	FUS yeast rescue	EPAC1 ag	EPAC2 antag	EPAC1 antag	EPAC2 agonist
Cc1c(CCOC(=O)c2ccccc2)sc[n+]1Cc1ccccc1
→ 1%	i	3%	/	-4%	12%	-4%	3%
COc1ccccc1CNC(=O)c1nccnc1CO
→ 12%	i	-2%	-15%	-2%	0%	9%	1%
CCOc1ccc(CCNC(=O)CCn2nc(C)c3c(C)n(-c4ccccc4)nc3c2=O)cc1
→ 15%	i	8%	26%	-10%	2%	-1%	-10%
COCc1c(C(=O)N/N=C/c2c[nH]c3ccccc23)nnn1-c1nonc1N
→ -5%	-18%	-18%	6%	-7%	-11%	7%	-4%
COc1ccc(C(=O)NCc2c(CC(C)C)oc(C)c2C(=O)O)cc1
→ 8%	i	9%	20%	0%	-2%	-8%	-5%
OC1(c2cccc(C(F)(F)F)c2)CCN(c2ncnc3c2[nH]c2ccc(F)cc23)CC1
→ -6%	-39%[inhibitor][57.5 µM]	-22%	?	11%	3%	-14%	10%
O=C(NCCS(=O)(=O)N1CCN(c2ccccc2F)CC1)C1CC(=O)N(c2ccccc2)C1 (centres undefined)
→ -1%	-18%	0%&27%	-9%&-11%	-14%	6%	-7%	7%
O=C1CSC(=S)N1Cc1cccnc1
→ -7%	-28%[57.5 µM]	?	36%	1%	-1%	-6%	-85%[15.6 µM]
COC(=O)c1cc(NC(=O)c2cc(C(C)(C)C)nn2Cc2ccc(F)cc2)ccc1N1CCOCC1
→ 2%	-23%	4%	?	-8%	-26%	-16%	-8%
CC(=O)Nc1ccc(NC(=O)C(C)OC(=O)c2oc3ccccc3c2C)cc1 (centres undefined)
→ 1%	i	-3%	7%	-3%	-10%	-2%	-12%
O=C(Cc1cccs1)N/N=C/C=C/c1ccccc1
→ -2%	-12%	-19%	/	-3%	12%	10%	8%
NNC(=S)NCCc1ccccc1
→ -8%	4%	0%	38%	5%	-2%	5%	17%
O=C(NCCCCNC(=O)c1ccco1)c1ccco1
→ 3%	-11%	-5%	11%	-1%	-2%	1%	5%
O=C(Nc1ccc(Cl)c(Cl)c1)Nc1nnc(-c2ccncc2)s1
→ 2%	-16%	14%	4%	1%	5%	-12%	-4%
CS(=O)(=O)N(CC(=O)N1CCOCC1)c1cccc([N+](=O)[O-])c1
→ 5%	i	10%	-9%	-4%	-7%	6%	-9%
NC(Cc1c[nH]c2ccccc12)C(=O)NCc1ccco1 (centres undefined)
→ 6%	-22%	5%	7%	16%	8%	-20%	11%
CC(C)COC(=O)c1ccccc1OC(=O)c1ccncc1
→ 11%	i	8%	8%	1%	-4%	6%	-5%
O=C(CSC(=S)N1CCCC1)Nc1cc2c(cc1Br)OCCO2
→ 4%	i	15%	1%	8%	2%	21%	11%
COc1ccc2[nH]c(=O)c(C(c3nnnn3CC3CCCO3)N3CCCCC3)cc2c1 (centres undefined)
→ 0%	i	8%	11%	0%	6%	0%	7%
CCN(CC)C(=O)CSc1nnc(-c2ccccn2)n1-c1ccc(C)c(C)c1
→ -1%	i	7%	14%	-6%	6%	9%	-1%
COc1ccc(-c2[nH]c(-c3ccc(F)cc3)nc2SCC(=O)NC2CCCC2)cc1
→ -1%	i	8%	-25%	-14%	-12%	-30%	10%
Cc1ccc(-c2[nH]ncc2/C=N/n2c(C)nc3ccccc3c2=O)cc1
→ 4%	i	17%	2%	6%	-4%	?	-4%
CCNS(=O)(=O)c1ccc(CCC(=O)N2CCN(C(=O)OCC)CC2)cc1
→ 6%	i	-2%	-3%	-1%	8%	-3%	8%
COc1cccc(C(=O)SC2=NCCS2)c1
→ -41%[inhibitor]	-1%[57.5 µM]	-17%	-18%	8%	-4%	1%	16%
C=C(C)C(=O)NC1=NN(c2ccccc2)C(=O)C1
→ 12%	-15%	0%	/	-8%	7%	-7%	-7%
NC(=O)C1CCN(c2nc(-c3ccc4ccccc4c3)cs2)CC1
→ /	-13%	/	-7%	-9%	2%	-5%	7%
CCC(C)[C@H](NC(=O)c1cc2cc(Cl)ccc2n1C)C(=O)N1CCC[C@H]1C(=O)O (some centres undefined)
→ 3%	-21%	2%	7%	3%	9%	2%	-3%
CSc1ccccc1NC(=S)Nc1ccccc1C(F)(F)F
→ -3%	i	30%	/	7%	21%	22%	3%
CCOc1cc(C=NN=C2c3ccccc3-c3ccccc32)ccc1O
→ 22%	i	14µM*	/	9%	3%	-7%	6%
CC(C)C(=O)Nc1ccc(O)c(-c2csc(N)n2)c1
→ 0%	-2%	-5%	2%	0%	-4%	6%	2%
C#CCSc1nnc(-c2c[nH]c3ccccc23)n1C
→ -2%	-20%	-2%	0%	-12%	1%	24%	2%
CSCC[C@H](NC(=O)c1cccs1)c1nnc2ccccn12
→ 0%	-23%	3%	-26%	-16%	12%	-5%	2%
O=C(NCCc1cn2ccsc2n1)c1cccs1
→ 3%	-14%	5%	-3%	-9%	0%	-4%	9%
CC(NC(=O)CN(C)CC(=O)Nc1ccc(Cl)cc1)c1ccc(F)cc1 (centres undefined)
→ 6%	i	22%	15%	-1%	-17%	-18%	5%
CCOc1ccccc1CNC(=O)CCCn1ncn2c(cc3occc32)c1=O
→ -3%	i	18%&19%	-3%&22%	7%	0%	-20%	7%

# A portion of the library (hit frequency here may not be typical).
